H69AR growth 86K: blocks growth of human H69AR lung tumor cells. H69AR lung tumor viability, ATP luminescence, 72 h; active compounds read low. viability, % at 10 µM. actives 6% (n = 85,000). AID 598;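 active = viability at or below 40%; inactive = viability above 40%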;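 also: multidrug resistant small cell line overexpressing MRP-1 efflux transporter; 100% = mean luminescence of untreated control wells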
HUVEC prolif 384: blocks proliferation of human endothelial cells; HUVEC proliferation, CellTiter-Glo luminescence, 72 h; active compounds read low; viability, % at 10 µM (by protocol); actives 1.1% (n = 86,000);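 active = viability at or below 30%; inactive = viability above 30%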;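 also: 100% = median luminescence of DMSO-only cell control wells on each plate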
sEH inhibitor: soluble epoxide hydrolase (human) inhibition; P34913; recombinant human sEH enzymatic activity assay; inhibition, % at 2 µM; actives 0.34% (n = 91,000); AID 707; in the data active = inhibition above about 80%; also: values of inactives mirror those of a sister screen read the other way; many of its hits are not listed in these tables
Target sequence (P34913 whole entry, looked up): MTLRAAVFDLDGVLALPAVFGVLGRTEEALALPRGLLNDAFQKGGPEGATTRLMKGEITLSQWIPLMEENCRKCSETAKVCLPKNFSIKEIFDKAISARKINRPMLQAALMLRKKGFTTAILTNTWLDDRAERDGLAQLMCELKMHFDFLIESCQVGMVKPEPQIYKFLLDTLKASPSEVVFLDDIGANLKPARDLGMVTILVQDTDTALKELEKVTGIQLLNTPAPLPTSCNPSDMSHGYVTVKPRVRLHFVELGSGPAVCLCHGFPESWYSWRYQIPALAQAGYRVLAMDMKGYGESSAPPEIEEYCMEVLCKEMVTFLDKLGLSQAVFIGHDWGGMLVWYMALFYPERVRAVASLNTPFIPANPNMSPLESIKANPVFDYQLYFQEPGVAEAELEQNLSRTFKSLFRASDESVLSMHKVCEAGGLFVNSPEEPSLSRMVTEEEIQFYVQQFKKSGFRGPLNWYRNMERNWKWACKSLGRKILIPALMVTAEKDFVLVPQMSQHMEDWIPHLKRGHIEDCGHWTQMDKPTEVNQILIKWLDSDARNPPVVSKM
S1P2 agonist: activates the human S1P2 receptor; actives 0.46% (n = 97,000); activation, % at 4.5 µM; S1P2-expressing cell line, agonist reporter read-out; in the data active = activation above about 16%;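 also: 0% = vehicle low control and 100% = maximal reference agonist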
Target sequence (O95136 whole entry, looked up): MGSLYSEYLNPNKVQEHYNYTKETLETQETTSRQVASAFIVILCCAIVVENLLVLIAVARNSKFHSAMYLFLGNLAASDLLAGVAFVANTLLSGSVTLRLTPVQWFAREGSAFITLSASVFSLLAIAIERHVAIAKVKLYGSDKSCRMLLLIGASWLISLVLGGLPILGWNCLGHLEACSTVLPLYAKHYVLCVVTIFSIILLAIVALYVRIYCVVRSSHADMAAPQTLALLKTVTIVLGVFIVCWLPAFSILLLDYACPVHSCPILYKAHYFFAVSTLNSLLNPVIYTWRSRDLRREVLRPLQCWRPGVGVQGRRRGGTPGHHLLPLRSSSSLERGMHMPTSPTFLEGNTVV
Lung fibro prol: blocks proliferation of human lung fibroblasts; viability, % at 10 µM; actives 1.1% (n = 85,000); AID 719; LL 47 human lung fibroblast viability, ATP luminescence; active compounds read low;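 active = viability at or below 50% in the single dose screen; inactive = viability above 50%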;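 also: compound exposure lasted 72 h before the ATP readout; 100% = median luminescence of untreated cell-only wells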
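Test system: LL 47 human lung fibroblasts / Incubation: 72 h compound exposure at 37 °C after overnight plating / Technique: luminescent ATP detection, CellTiter-Glo / Compound dosing: 0.1% DMSO in all compound wells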
sEH activator: activators of human soluble epoxide hydrolase; P34913; purified human sEH enzymatic activity, activator screen; activation, % at 2 µM; actives 0.04% (n = 91,000); AID 717; in the data active = activation above about 37%; also: values of inactives mirror those of a sister screen read the other way
PostGolgi ctrl: inhibits growth of the yeast control strain; AID 738; efflux-deficient yeast background strain, growth absorbance A615, 16 h; inhibition, % at 10 µM; actives 5% (n = 98,000); in the data active = inhibition above about 30%
PTPN22 act: LYP (human) phosphatase activation; AID 697; recombinant LYP, DiFMUP fluorescence; 0 = plate median, 100 = signal doubled; actives 0.11% (n = 96,000); activation, % at 2 µM;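 active = activation at 2 µM above a set limit, the mean plus 5 SD, cut at about 37% in these data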
S1P2 blocker: antagonists of human S1P2 receptor; O95136; cell-based S1P2 antagonist assay, inhibition at 5 uM; inhibition, % at 5 µM; actives 0.21% (n = 97,000); AID 736; in the data active = inhibition above about 45%;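 also: CRE beta-lactamase reporter cells expressing human S1P2 stimulated with S1P; 0% = agonist at EC80 alone and 100% = agonist plus reference antagonist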
The depositor's hits bear a star; . = no result given. Only part of the results is shown; count on the stated rates, not on these rows.

Each structure is followed by: H69AR growth 86K | HUVEC prolif 384 | sEH inhibitor | S1P2 agonist | Lung fibro prol | sEH activator | PostGolgi ctrl | PTPN22 act | S1P2 blocker
O=C(/C=C/Sc1ncn[nH]1)c1ccc(Cl)cc1
 : . | . | 6 | -5 | . | -5 | 11 | 9 | 60*
Oc1ccc(/C=N/Nc2cc(N3CCCC3)nc(N3CCCC3)n2)cc1
 : . | . | -4 | -9 | . | 4 | 31* | -7 | -10
COc1ccc(OC)c(C(C(=O)NCc2ccco2)N(C(=O)Cn2nnc3ccccc32)C2CC2)c1 (configuration not stated)
 : 72 | 83 | 3 | 0 | 99 | -3 | -8 | 19 | -16
Cc1ccc(CNc2ccc(Cl)cc2[N+](=O)[O-])cc1
 : . | . | 4 | -5 | . | -4 | -1 | 10 | -10
CCCCOC(=O)Sc1nc2ccccc2o1
 : 77 | 80 | 2 | -4 | 97 | -2 | -6 | 4 | 12
Oc1ccccc1/C=N/Nc1cccc2cccnc12
 : . | . | -6 | -9 | . | 4 | 17 | -4 | 17
S=c1nc(C2CCCCC2)[nH][nH]1
 : 88 | 104 | -6 | -3 | 99 | 6 | 3 | 9 | -9
COc1cc(NC(=O)CSc2nc3ccccc3cc2Cc2ccccc2)cc(OC)c1
 : . | . | 11 | -3 | . | -9 | -1 | -7 | 16
Cc1cc(S(=O)(=O)Nc2ccccc2C)ccc1F
 : 95 | 81 | 8 | 0 | 87 | -5 | 22 | 7 | -10
CC(C)(C)C(=O)NC1=NCCS1
 : 96 | 103 | -9 | 0 | 103 | 8 | 0 | 3 | -22
O=C(CCCOc1ccc(Cl)cc1Cl)N/N=C\C1CCCCC1
 : . | . | 99* | -8 | . | -98 | 17 | 0 | -1
COC(=O)c1cc2c(=O)n3ccccc3nc2n(Cc2cccnc2)c1=N
 : 83 | 96 | -5 | 2 | 95 | 7 | . | -8 | 12
COc1ccc(S(=O)(=O)Nc2ccc(S(=O)(=O)N3CCCCC3)cc2)cc1
 : 90 | 96 | -5 | -5 | . | 3 | 8 | -25 | 1
CNC(=O)/C(=C\C=C\c1ccccc1)NC(=O)c1ccc([N+](=O)[O-])cc1
 : . | . | 0 | -5 | . | 3 | 2 | 8 | 11
Cc1onc(-c2c(F)cccc2Cl)c1C(=O)NCc1ccco1
 : 84 | 99 | 2 | 0 | 92 | -2 | -2 | 2 | 11
Cc1nn(-c2ccccc2)c2c1C1(C(=O)Nc3ccccc31)N1C(=N2)Sc2ccccc21 (configuration not stated)
 : 46 | 64 | . | -7 | 89 | . | 12 | -11 | 18
O=C(NC(NC(=O)c1ccccc1)C(=O)c1ccccc1)c1ccccc1
 : 83 | 55 | 10 | -4 | 90 | -8 | . | 8 | -6
CC1(C)Cc2c(ccc3ccccc23)-c2nnc(-c3cccnc3)n21
 : . | . | 18 | -5 | . | -18 | 15 | 6 | 26
CNC(=S)NNC(=O)c1cccn(Cc2ccc(Cl)c(Cl)c2)c1=O
 : . | . | 5 | -4 | . | -2 | 0 | -69 | 1
CSc1cccc(-n2c(C)cc(C(N)=O)c2C)c1
 : 95 | 102 | -2 | -4 | 102 | 2 | 10 | 3 | 34
N#CC(c1ccc(F)cc1)c1ccc(C(=O)c2ccc(F)cc2)cc1 (configuration not stated)
 : 98 | 71 | -1 | -2 | 96 | 0 | 26 | 9 | -7
COc1ccc(Br)cc1CNC(=O)CCN1C(=O)COc2ccccc21
 : 84 | 100 | . | . | 111 | . | 19 | . | .
CS(=O)(=O)N1CCCC(C(=O)N2CCc3ccccc3C2)C1 (configuration not stated)
 : . | . | -3 | -1 | . | 2 | -8 | -2 | 7
CCCCCCn1c(CN2CCN(Cc3ccccc3)CC2)nc2c1c(=O)n(C)c(=O)n2C
 : 63 | 90 | -4 | -8 | 102 | 4 | 12 | -9 | -1
Cc1nn(Cc2n[nH]c(=S)n2Cc2ccccc2)c(C)c1Cl
 : 84 | 89 | -6 | -5 | 97 | 9 | 6 | 0 | 26
CCOC(=O)N1CCN(C(c2ccc(F)cc2)c2sc3nc(C)nn3c2O)CC1 (configuration not stated)
 : 107 | 93 | . | . | 105 | . | -7 | . | .
C=CCn1c2ccccc2c2nnc(SC(CC)C(=O)Nc3nc(C)c(C(=O)OCC)s3)nc21 (configuration not stated)
 : 81 | 88 | -8 | 22* | 91 | 8 | -2 | -1 | -17
Cc1cccc(NC(=O)c2cc(S(=O)(=O)NCc3ccco3)ccc2F)c1C
 : 54 | 81 | 3 | -9 | 96 | -5 | 3 | -6 | 4
Clc1ccc(Sc2oc(/C=N/n3cnnc3)cc2Br)cc1
 : 46 | 102 | 2 | -7 | 97 | -2 | 47* | -9 | -11
CCn1ncc(/C=N/O)c1C
 : 102 | 94 | -1 | -3 | 102 | 0 | -8 | 7 | 18
CC(Sc1nnc(-c2ccc(O)cc2)o1)C(=O)Nc1cccc2ccccc12 (configuration not stated)
 : 95 | 83 | -11 | -3 | 98 | 13 | 9 | -11 | -9
Cc1cccc2cc(C#N)c(SCC(=O)NNC(=O)Cc3ccccc3)nc12
 : . | . | 2 | -5 | . | -5 | 4 | -2 | 13
CC(C)CC(=O)CN1C(=O)C2(OCCO2)c2ccccc21
 : 80 | 90 | 3 | 0 | 99 | 0 | 7 | -8 | -4
Cn1c(NCC(O)CO)nc2c1c(=O)n(Cc1ccc(Cl)c(Cl)c1)c(=O)n2C (configuration not stated)
 : 100 | 106 | . | -3 | 93 | . | -2 | 7 | -16
COc1ccccc1NC(=O)N(CCN(C)C)Cc1cc2cc(C)ccc2[nH]c1=O
 : 79 | 94 | -4 | -11 | 102 | 2 | -2 | -2 | -4
C/C(NC1CCCC1)=C(/C#N)C(N)=O
 : 88 | 97 | 3 | -3 | 108 | -5 | 1 | 4 | 18
CC1=C(n2nnc3ccccc32)C(c2ccccc2)C(C#N)=C(N)O1 (configuration not stated)
 : 71 | 94 | -15 | -1 | 105 | 16 | 3 | 15 | -13
Cn1c(-c2ccccc2)cnc1N
 : 85 | 90 | 3 | -7 | 103 | 0 | -2 | 0 | -1
COc1ccc(N(C(=O)c2ccco2)S(=O)(=O)c2cccc([N+](=O)[O-])c2)cc1
 : 86 | 83 | 9 | -7 | 94 | -6 | 18 | 0 | 2
Cc1cc(C)n2[nH]c(=O)c(N=Nc3cccc(C(F)(F)F)c3)c2n1
 : . | . | 4 | 1 | . | -3 | 14 | 4 | -10
COC(=O)[C@H](C)NC(=O)NCc1ccc(F)cc1
 : 88 | 93 | 4 | -3 | 100 | -4 | -2 | 12 | -11
COc1ccc(CC(=O)Nc2c3c(nn2-c2cccc(Cl)c2)CS(=O)(=O)C3)cc1
 : 88 | 97 | -10 | -2 | 95 | 13 | 34* | -2 | 9
COc1cccc(NS(=O)(=O)c2c(C)n(C)c(=O)n(C)c2=O)c1
 : 87 | 93 | -5 | -1 | 99 | 4 | 0 | -1 | 15
Cc1c(C(=O)NCc2ccccn2)sc2nc(-c3ccc(F)cc3)cn12
 : 92 | 80 | -1 | 2 | 101 | 5 | 4 | -14 | -19
COCCn1c(NCc2ccc(C)cc2)nc2c1c(=O)[nH]c(=O)n2C
 : 78 | 99 | . | . | 101 | . | 5 | . | .
CNc1oc(-c2ccc(OCc3ccccc3)cc2)nc1C#N
 : 77 | 85 | -8 | 2 | 103 | 6 | 3 | 3 | -8
COC(=O)[C@@H](NC(=O)Nc1ccc(OC)cc1)C(C)C
 : 89 | 112 | 22 | -4 | 101 | -22 | -3 | 3 | -4
CCCCNC(=O)c1onc(CSc2ccc(OC)cc2)c1C(=O)O
 : . | . | -9 | -9 | . | 10 | 18 | 2 | 3
COc1ccc(-n2nnnc2SC(C)C(N)=O)cc1 (configuration not stated)
 : 101 | 104 | . | -6 | 106 | . | 11 | -5 | -2
COc1ccc2cc(CN(CC3COCCO3)S(=O)(=O)c3c(C)cc(C)cc3C)c(=O)[nH]c2c1 (configuration not stated)
 : . | . | . | -3 | . | . | 19 | -5 | 14

New compounds follow.
Each structure is followed by: H69AR growth 86K | HUVEC prolif 384 | sEH inhibitor | S1P2 agonist | Lung fibro prol | sEH activator | PostGolgi ctrl | PTPN22 act | S1P2 blocker
Cc1noc(C(=O)NCc2ccco2)c1Cl
 : 91 | 101 | . | . | 93 | . | 0 | . | .
Cc1ccc(-n2c(-c3ccccc3)nnc2-c2cccs2)cc1
 : 96 | 80 | 4 | -2 | 99 | -4 | . | 9 | -8
Cc1ccc(S(=O)(=O)CCc2nnc(NC(=O)C3CCCO3)s2)cc1 (configuration not stated)
 : 95 | 96 | 6 | -2 | 100 | -5 | -2 | 6 | 11
N#Cc1c(NCCCO)nc(-c2ccco2)c2c1CCCC2
 : 78 | 77 | 4 | 12 | 94 | -5 | 3 | -2 | -27
O=C(COC(=O)Cc1ccsc1)NCC12CC3CC(CC(C3)C1)C2
 : . | . | 17 | -2 | . | -19 | 23 | 2 | -24
CNC(=S)Nc1cc(OC)ccc1OC
 : . | . | -1 | -3 | . | 0 | 3 | 1 | 1
O=C(c1ccc2c(=O)n(Cc3ccco3)c(=S)[nH]c2c1)N1CCN(Cc2ccccc2)CC1
 : 84 | 86 | 7 | -3 | 98 | -9 | -3 | -7 | 7
COc1ccc(CNc2oc(COc3ccc(Cl)cc3)nc2C#N)cc1
 : 87 | 79 | . | -2 | 92 | . | 30 | 0 | -8
COc1ccc(S(=O)(=O)N2CCCC(C(=O)NCc3ccco3)C2)cc1Cl (configuration not stated)
 : 84 | 97 | 3 | -4 | 106 | -4 | 5 | 19 | 19
O=C1CC(NNc2ccccc2)C(=O)N1c1cccc(Cl)c1 (configuration not stated)
 : . | . | 16 | -5 | . | -14 | -3 | 10 | 8
CCOC(=O)n1c(=O)n(Cc2ccccc2Cl)c2ccccc21
 : . | . | -12 | -11 | . | 12 | 47* | -2 | -7
CCCNC(=O)C1CN(S(=O)(=O)c2ccccc2)CCN1S(=O)(=O)c1ccccc1 (configuration not stated)
 : 85 | 94 | 7 | -5 | 92 | -4 | 8 | -9 | 6
C=CCn1c(SCC(=O)NC(=O)NCc2ccco2)nc2sc(CC)cc2c1=O
 : 28* | 90 | . | . | 48* | . | -11 | . | .
O=C(O)c1cc2cc(Cl)ccc2oc1=O
 : 99 | 89 | 3 | -2 | 93 | -3 | 8 | -8 | 21
COc1ccc(S(=O)(=O)Nc2nnc(C(C)(C)C)s2)cc1
 : 95 | 88 | -3 | -5 | . | 3 | 2 | -4 | -16
CCc1ccc(-c2nc(CSCC(=O)NCCCN3CCCC3=O)c(C)o2)cc1
 : . | . | 12 | -5 | . | -11 | 16 | -10 | 8
COc1ccc(N(CC(=O)NC2CCCC2)C(=O)c2ccc(N3CCCCC3)nc2)cc1
 : 75 | 95 | 16 | -6 | 88 | -16 | -6 | -6 | 21
COc1ccc(CC(=O)O/N=C(\N)Cc2ccc(OC)c(OC)c2)cc1
 : . | . | -13 | -3 | . | 13 | 0 | 11 | 10
Cc1sc2ncnc(NCc3ccco3)c2c1C
 : 53 | 112 | 0 | -3 | 93 | -1 | 4 | -10 | -9
O=c1/c(=C\c2cccn2-c2ccccc2)sc2nc3ccccc3n12
 : 28* | 59 | . | . | 100 | . | -5 | . | .
O=C1Nc2ncccc2OC1CCCl (configuration not stated)
 : 95 | 101 | 0 | -1 | 100 | 0 | -9 | 0 | 1
CC1(C)CC(=O)C2=C(C1)NCN(Cc1ccc3c(c1)OCO3)C2
 : 100 | 94 | 2 | -8 | 103 | -2 | -9 | -4 | 4
COc1ccc(S(=O)(=O)N(C)CC(=O)Nc2ccc(C(F)(F)F)cc2)cc1Cl
 : 81 | 93 | -14 | 0 | 96 | 10 | 7 | 2 | 17

Reprinted from the entries so far, two compounds:
Each structure is followed by: H69AR growth 86K | HUVEC prolif 384 | sEH inhibitor | S1P2 agonist | Lung fibro prol | sEH activator | PostGolgi ctrl | PTPN22 act | S1P2 blocker
CC1(C)CC(=O)C2=C(C1)NCN(Cc1ccc3c(c1)OCO3)C2
 : 100 | 94 | 2 | -8 | 103 | -2 | -9 | -4 | 4
COc1ccc(S(=O)(=O)N(C)CC(=O)Nc2ccc(C(F)(F)F)cc2)cc1Cl
 : 81 | 93 | -14 | 0 | 96 | 10 | 7 | 2 | 17

Assay outcomes (PubChem)
